Growth percent in the NCI-60 one-dose screen (48 h, 10 µM unless noted): 100 = growth as untreated, 0 = no growth, -100 = all killed.
OVCAR-3: OVCAR-3 ovarian cancer; AID 1794787; hit rate 7% among 79,000
OVCAR-5: OVCAR-5 ovarian cancer. hit rate 2.9% among 82,000
IGROV1: IGROV1 ovarian cancer | AID 1794786 | hit rate 4.7% among 79,000
OVCAR-8: OVCAR-8 ovarian cancer; hit rate 4.4% among 81,000
NCI/ADR-RES: NCI/ADR-RES ovarian cells; hit rate 4.4% among 81,000
SK-OV-3: SK-OV-3 ovarian cancer cells; hit rate 3.2% among 80,000
DU-145: DU-145 prostate cancer; AID 1794760; hit rate 4.2% among 81,000
OVCAR-4: OVCAR-4 ovarian cancer cells | hit rate 3.7% among 80,000 | AID 1794784
The depositor's hits bear a star; . = not tested or not shown; ! = not active in a repeat. How the source made its calls: active means growth percent below 10; inactive means the rest.

SMILES	OVCAR-3	OVCAR-5	IGROV1	OVCAR-8	NCI/ADR-RES	SK-OV-3	DU-145	OVCAR-4
Cc1c(C(=O)C(SC(=S)N2CCCCC2)SC(=S)N2CCCCC2)nnn1-c1ccc(Cl)cc1	80.8	112.7	90.6	105.7	105.1	121.4	93.5	74.6
COc1ccc(-c2cc(O)c(C(C)=O)s2)cc1	105.0	109.3	115.4	103.6	105.0	99.5	98.3	90.2
Cc1nn(-c2ccccc2)c2nc(Cl)c(/C=C/C(=O)c3ccc(Cl)cc3)c(-c3ccc(Cl)cc3)c12	120.5	98.4	116.4	99.8	108.0	102.2	124.1	106.3
O=C1NC(=C(Cl)Cl)/C(=N\S(=O)(=O)NCc2ccccc2)N1	104.9	98.4	101.5	94.6	108.5	97.1	104.8	107.6
NC(N)=NCCCCCNC(=O)C1=NOC2(C=C(Br)C(=O)C(Br)=C2)C1	79.6	121.9	111.4	105.0	101.2	112.7	101.2	94.9
O=c1[nH]c(=O)n(C2OC(CO)C(O)C2O)c2c1CCCC2 (stereo not drawn)	111.0	.	114.3	104.1	106.8	86.4	110.9	116.5
COC(=O)c1[nH]nc(OC)c1C1(C(C#N)c2nc3ccccc3s2)CCCc2ccccc21 (stereo not drawn)	98.6	80.3	79.0	100.2	101.4	87.0	108.4	102.9
NCCCCN	104.5	111.6	111.7	107.5	107.3	106.5	106.7	117.8
COc1cc([N+](=O)[O-])ccc1I	103.0	101.3	127.3	101.0	106.5	102.7	104.0	117.8
N#Cc1nnn(-c2ccc(S(N)(=O)=O)cc2)c1NCC(=O)c1ccccc1	106.4	108.0	99.5	91.6	104.6	91.9	105.9	89.8
O=C(CBr)Nc1ccc(C(=O)O)c(O)c1	108.1	109.7	95.1	99.2	107.5	108.3	107.0	98.9
O=C1CCc2ccccc21	107.1	117.5	110.3	105.2	105.6	105.1	103.9	115.2
O=C(NCCNc1nccc(Nc2ccc(S(=O)(=O)Nc3ccccn3)cc2)n1)c1cccs1	103.1	103.4	111.0	98.7	113.2	99.8	107.8	101.3
O=C(Nc1ccc(Cl)cc1C1=NCC(CO)O1)c1ccccc1 (stereo not drawn)	112.9	88.8	100.7	107.5	91.2	104.1	99.0	101.8
COc1ccc(C2(Cl)c3ccccc3N(c3ccccc3)c3ccccc32)cc1	-43.9*	17.0	17.5	6.7*	21.4	-11.1*	16.8	3.2*
C#CCN1C(=O)c2cccc3c(-c4ccc5c(c4)ncn5C4CCCCC4)ccc(c23)C1=O	96.7	102.7	91.7	89.6	89.2	105.8	93.8	71.5
COC(=O)c1ccc(O)c(Cl)c1	107.8	106.6	93.7	.	97.8	76.0	108.8	113.6
CCOc1nc(-c2ccccc2)cc2c(O)c(-c3nnco3)[nH]c(=O)c12	27.8	101.5	36.7	30.6	25.5	59.3	50.8	51.5
O=C(Cn1cc(CN2C(=O)c3ccc([N+](=O)[O-])cc3C2=O)nn1)Nc1ccc(F)cc1	.	106.6	111.4	101.4	101.5	97.1	102.8	107.3
CS(=O)(=O)NNC(=O)c1ccc(-n2nc(-c3ccccc3)c3ccccc32)cc1	95.7	100.5	81.6	91.9	89.6	128.1	68.2	82.2

Structures shown so far containing four or more nitrogen atoms:
SMILES	OVCAR-3	OVCAR-5	IGROV1	OVCAR-8	NCI/ADR-RES	SK-OV-3	DU-145	OVCAR-4
Cc1c(C(=O)C(SC(=S)N2CCCCC2)SC(=S)N2CCCCC2)nnn1-c1ccc(Cl)cc1	80.8	112.7	90.6	105.7	105.1	121.4	93.5	74.6
O=C1NC(=C(Cl)Cl)/C(=N\S(=O)(=O)NCc2ccccc2)N1	104.9	98.4	101.5	94.6	108.5	97.1	104.8	107.6
NC(N)=NCCCCCNC(=O)C1=NOC2(C=C(Br)C(=O)C(Br)=C2)C1	79.6	121.9	111.4	105.0	101.2	112.7	101.2	94.9
COC(=O)c1[nH]nc(OC)c1C1(C(C#N)c2nc3ccccc3s2)CCCc2ccccc21 (stereo not drawn)	98.6	80.3	79.0	100.2	101.4	87.0	108.4	102.9
N#Cc1nnn(-c2ccc(S(N)(=O)=O)cc2)c1NCC(=O)c1ccccc1	106.4	108.0	99.5	91.6	104.6	91.9	105.9	89.8
O=C(NCCNc1nccc(Nc2ccc(S(=O)(=O)Nc3ccccn3)cc2)n1)c1cccs1	103.1	103.4	111.0	98.7	113.2	99.8	107.8	101.3
CCOc1nc(-c2ccccc2)cc2c(O)c(-c3nnco3)[nH]c(=O)c12	27.8	101.5	36.7	30.6	25.5	59.3	50.8	51.5
O=C(Cn1cc(CN2C(=O)c3ccc([N+](=O)[O-])cc3C2=O)nn1)Nc1ccc(F)cc1	.	106.6	111.4	101.4	101.5	97.1	102.8	107.3
CS(=O)(=O)NNC(=O)c1ccc(-n2nc(-c3ccccc3)c3ccccc32)cc1	95.7	100.5	81.6	91.9	89.6	128.1	68.2	82.2

Next part:
SMILES	OVCAR-3	OVCAR-5	IGROV1	OVCAR-8	NCI/ADR-RES	SK-OV-3	DU-145	OVCAR-4
C=C(C)[C@@H]1CC[C@]2(C)CC[C@]3(C)[C@H](CC[C@@H]4[C@@]5(C)CC[C@H](OP(=O)(OCC)OCC)C(C)(C)[C@@H]5CC[C@]43C)[C@@H]12	117.8	113.2	105.7	99.5	106.9	95.7	114.8	95.3
COC(=O)[C@H](Cc1ccc(O)cc1)NC(=O)[C@@H](OC)[C@@H]1Cc2cc3cc(OC4CC(OC5CC(O)C(O)C(C)O5)C(O)C(C)O4)c(C)c(O)c3c(O)c2C(=O)[C@H]1OC1CC(OC2CC(OC3CC(C)(O)C(O)C(C)O3)C(O)C(C)O2)C(O)C(C)O1 (stereo partly drawn)	5.5*	10.6	31.2	9.7*	85.6	20.7	15.8	7.3*
COc1ccccc1Nc1nnc(C(=O)c2c[nH]c3ccccc23)o1	95.1	119.5	62.6	94.7	95.5	93.1	96.5	100.0
c1ccc2c(c1)CCC2c1ccc2ccccc2c1 (stereo not drawn)	94.8	91.6	81.0	99.9	92.2	93.9	101.3	99.9
CCCCCCN(CCCCCC)CC(O)c1ccc2cc(Br)c3ccccc3c2c1 (stereo not drawn)	108.7	102.6	88.3	92.7	91.3	92.7	118.6	81.1
Oc1ccc(/C=C\c2cnccn2)cc1	94.7	106.9	116.3	106.7	77.5	110.4	87.1	74.4
Cc1cc(-c2ccccc2)[s+]s1	100.8	103.7	97.3	110.0	96.8	101.7	106.0	104.0
O=C(O)c1ccc(Nc2ccnc(SCC(=O)c3ccc(C(F)(F)F)cc3)n2)cc1	98.4	96.5	87.3	92.8	97.7	93.1	104.8	91.2
COc1ccc(-c2nc(C#N)c(NC3CCS(=O)(=O)C3)o2)cc1 (stereo not drawn)	107.0	105.8	99.8	102.8	104.5	100.3	104.1	103.2
CCn1c(N/N=C\c2ccc(OC)cc2)nc2c1c(=O)n(C)c(=O)n2C	117.0	118.5	109.5	103.2	105.5	117.2	110.7	106.4
Nc1ccc(I)cc1C(=O)O	112.6	107.5	110.4	102.3	103.9	114.0	114.8	98.6
c1ccc2c(c1)CCC2	110.1	107.6	102.3	111.3	104.9	107.5	115.5	114.5
COc1cccc(NC(=O)c2cccc(C3CCc4c(cc(OC)c(OC)c4OC)O3)c2)c1 (stereo not drawn)	81.1	81.8	65.6	54.5	55.9	71.7	79.6	56.7
CCCCN1C(=O)c2cccc3c(/C=C/CN4C(=O)c5cccc6cccc(c56)C4=O)ccc(c23)C1=O	110.5	92.5	96.8	97.9	94.2	98.9	108.4	104.1
Clc1ccc(Cc2ccc(Cl)cc2)cc1	111.3	101.7	100.0	102.1	107.5	99.1	110.6	106.7
CCOC(=O)C(C)NC(=O)C(C)NC(=O)OCc1ccccc1 (stereo not drawn)	105.3	106.1	124.8	100.0	127.2	114.0	120.1	101.8
COc1cc(-c2[nH]nc3c2C(c2cn[nH]c2-c2ccc(F)cc2)C(C#N)=C(N)O3)cc(OC)c1OC (stereo not drawn)	110.4	111.2	111.2	107.7	101.4	98.4	114.3	98.3
O=C(CCCCCCSc1nc(-c2ccc(Cl)cc2)cc(-c2ccc(Cl)cc2)n1)NO	22.9	39.4	27.6	20.5	3.9*	17.4	22.4	35.9
Nc1ncnc(Nc2ccc(C(F)(F)F)cc2)n1	113.0	99.8	100.0	101.5	104.2	100.2	106.6	106.6
C/C(=C\CCc1ccoc1)CC/C=C(\C)CCCBr	112.2	106.5	86.0	90.4	114.4	115.8	117.5	96.9

No new results follow: 3 of the compounds above.
SMILES	OVCAR-3	OVCAR-5	IGROV1	OVCAR-8	NCI/ADR-RES	SK-OV-3	DU-145	OVCAR-4
C=C(C)[C@@H]1CC[C@]2(C)CC[C@]3(C)[C@H](CC[C@@H]4[C@@]5(C)CC[C@H](OP(=O)(OCC)OCC)C(C)(C)[C@@H]5CC[C@]43C)[C@@H]12	117.8	113.2	105.7	99.5	106.9	95.7	114.8	95.3
COC(=O)[C@H](Cc1ccc(O)cc1)NC(=O)[C@@H](OC)[C@@H]1Cc2cc3cc(OC4CC(OC5CC(O)C(O)C(C)O5)C(O)C(C)O4)c(C)c(O)c3c(O)c2C(=O)[C@H]1OC1CC(OC2CC(OC3CC(C)(O)C(O)C(C)O3)C(O)C(C)O2)C(O)C(C)O1 (stereo partly drawn)	5.5*	10.6	31.2	9.7*	85.6	20.7	15.8	7.3*
COc1ccccc1Nc1nnc(C(=O)c2c[nH]c3ccccc23)o1	95.1	119.5	62.6	94.7	95.5	93.1	96.5	100.0

Next section.
SMILES	OVCAR-3	OVCAR-5	IGROV1	OVCAR-8	NCI/ADR-RES	SK-OV-3	DU-145	OVCAR-4
CC(C)=Cc1ccccc1	109.3	98.0	114.3	102.9	115.3	109.5	115.6	106.6
Nc1nc(-c2ccccc2)c(N=Nc2cccc([N+](=O)[O-])c2)s1	112.8	81.0	91.6	71.5	52.0	114.0	64.3	60.8
CC(C)C(/C=N/N=C(N)N)=N\N=C(N)N	101.0	98.0	94.2	115.7	97.2	103.0	103.9	102.5
COc1ccc(-c2nc3ccc(Cl)cc3c3c2c(=O)n(C)c(=O)n3C)cc1OC	102.4	96.1	110.9	106.5	100.6	107.3	110.9	109.3
CC(=O)CCC=C1CCCCC1	107.1	87.4	103.8	101.3	100.7	122.6	106.2	102.8
COC1OC(COC(=O)c2ccccc2)C(OC(=O)c2ccccc2)C(OC(=O)c2ccccc2)C1OC(=O)c1ccccc1 (stereo not drawn)	106.0	92.0	100.7	98.9	94.9	100.3	107.2	98.1
CCCCCCCCCC(=O)NC(C)(C)C(=O)N1CCC[C@H]1C(=O)N[C@@H](CC(C)C)C(=O)N[C@@](C)(CC)C(=O)N[C@@H](CCC(N)=O)C(=O)N[C@H](CCC(N)=O)C(=O)NC(C)(C)C(=O)NC(C)(C)C(=O)N[C@@H](CCC(N)=O)C(=O)N[C@H](CC(C)C)C(=O)N[C@H](CO)CC(C)C	-23.8*	-82.4*	5.7*	-49.5*	1.0*	-70.9*!	-52.1*	-20.8*!
CN1C[C@@H](c2ccc(Cl)cc2)[C@]2(NC(=S)N(c3ccc(F)c(Cl)c3)C2=O)[C@@]12C(=O)NC1C=CC=C[C@H]12 (stereo partly drawn)	83.6	103.8	82.7	76.6	73.0	87.3	93.0	95.0
Nc1nc(Nc2ccccc2SSc2ccccc2Nc2nc(N)nc(-c3ccc(C(F)(F)F)cc3)n2)nc(-c2ccc(C(F)(F)F)cc2)n1	80.5	104.5	69.7	56.0	56.4	104.0	73.4	82.0
N#Cc1c(-c2ccc(F)cc2)cc(-c2cccnc2)[nH]c1=O	102.9	101.3	105.6	105.2	102.2	102.1	109.5	92.4
C=C(C)[C@@H]1CC[C@]2(C(=O)O)CC[C@]3(C)[C@H](CC[C@@H]4[C@@]5(C)CCC(N)C(C)(C)[C@@H]5CC[C@]43C)[C@@H]12 (stereo partly drawn)	-31.5*	96.6	74.4	20.8	69.7	105.6	33.1	36.8
CCCCC(=O)c1ccco1	103.9	84.7	91.1	98.9	93.3	89.1	98.6	97.3
Cc1ccc(C(=O)Nc2cc(-c3ccccc3)cc(C(F)(F)F)c2)cc1C#Cc1cnc2cccnn12	95.5	85.3	93.1	75.3	63.2	122.9	84.8	49.0
Clc1ccc(COc2ccc(Nc3ncnc4c3sc3ncccc34)cc2)cc1	107.5	105.2	95.3	101.2	95.2	103.0	107.0	102.4
CC(C)CCCC(C)C1CCC2C3CCC4CC(NC(=O)C[N+]5(C)CCOCC5)CCC4(C)C3CCC12C (stereo not drawn)	109.6	95.9	92.8	109.7	101.7	104.8	114.0	100.0
CC(=O)Nc1ccc(C2NCC(=O)N2O)cc1 (stereo not drawn)	111.6	100.1	114.4	95.8	101.8	96.5	124.8	99.6
O=c1cc(N2CCOCC2)oc2c(-c3ccc4c(c3)OCCO4)csc12	19.1	18.1	-9.5*	13.8	16.5	-17.3*	22.8	11.5
CCOC(=O)C1=C(C)NC(SCc2nnc(-c3ccc(Cl)cc3)o2)=NC1c1ccc(Br)cc1 (stereo not drawn)	77.5	93.9	65.5	72.7	67.5	82.0	84.3	69.6
CCCCCCCC(=O)SCC/C=C/[C@@H]1CC(=O)NCc2cccc(n2)CN(Cc2ccc(Cl)cc2)CC(=O)N[C@@H](C(C)C)C(=O)O1	3.1*	-5.6*	10.9	-0.6*	13.0	-24.5*	20.6	28.0
COc1cc(/C=C/C(=O)/C=C(O)/C=C/c2ccc(OC(=O)C34CC5CC(CC(C5)C3)C4)c(OC)c2)ccc1O	32.5	103.2	70.0	78.7	92.7	110.5	102.2	61.7
O=S1(=O)OCCOS(=O)(=O)C1Cl	108.3	106.9	94.5	110.1	98.0	90.5	106.8	108.0
CC1(C)CC(=O)C=C(N2CCCC2)C1	126.5	115.2	100.7	115.6	109.6	116.9	.	119.6
O=S(=O)(NCCNc1nccc(-c2c(-c3cccc(O)c3)nc3sccn23)n1)c1ccccc1	58.3	101.6	30.7	56.6	89.9	49.7	55.4	65.6
Cn1cnc2c(N3CCN(C(=O)c4cc5ccccc5[nH]4)CC3)nc(Cl)nc21	65.8	92.1	52.2	72.0	63.3	72.4	86.0	31.5

Source: PubChem BioAssay
